Kir21 block: Kir2.1 (mouse) channel inhibition. P35561. HEK293-Kir2.1, FluxOR thallium flux fluorescence; active compounds read low. B-score at 10 µM. 0.85% of 310,000 active. AID 1672;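 active = fluorescence ratio B-score at or below minus 3 SD of library scores, with starting-brightness B-score within 2 SD, cut at about -4.2 in these data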;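 also: channel flux triggered by added potassium and thallium sulfate stimulus; B-score of peak minus minimum fluorescence over baseline after thallium stimulus; more negative B-score means stronger Kir2.1 block with less thallium influx; some compounds called inactive have numbers as strong as hits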
Target sequence (P35561 whole entry, looked up): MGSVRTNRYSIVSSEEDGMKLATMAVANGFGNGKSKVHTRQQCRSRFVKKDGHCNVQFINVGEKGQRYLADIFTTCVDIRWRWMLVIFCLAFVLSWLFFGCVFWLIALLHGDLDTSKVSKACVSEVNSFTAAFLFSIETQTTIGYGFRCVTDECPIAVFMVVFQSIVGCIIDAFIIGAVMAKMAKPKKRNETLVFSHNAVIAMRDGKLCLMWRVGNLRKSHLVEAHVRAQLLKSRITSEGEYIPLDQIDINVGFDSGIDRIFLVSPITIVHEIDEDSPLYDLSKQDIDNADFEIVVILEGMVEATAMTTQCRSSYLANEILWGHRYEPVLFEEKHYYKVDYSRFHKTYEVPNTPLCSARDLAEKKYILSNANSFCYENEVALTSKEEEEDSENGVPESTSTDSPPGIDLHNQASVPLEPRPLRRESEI
STK33 inh: human STK33 kinase inhibition | purified STK33, MBP phosphorylation, ADP-Glo luminescence | inhibition, % at 10 µM | 0.073% of 320,000 active;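 active = inhibition at or above 25%, using the most active replicate where run in duplicate; inactive = inhibition below 25%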
Target sequence (Q9BYT3 whole entry, looked up): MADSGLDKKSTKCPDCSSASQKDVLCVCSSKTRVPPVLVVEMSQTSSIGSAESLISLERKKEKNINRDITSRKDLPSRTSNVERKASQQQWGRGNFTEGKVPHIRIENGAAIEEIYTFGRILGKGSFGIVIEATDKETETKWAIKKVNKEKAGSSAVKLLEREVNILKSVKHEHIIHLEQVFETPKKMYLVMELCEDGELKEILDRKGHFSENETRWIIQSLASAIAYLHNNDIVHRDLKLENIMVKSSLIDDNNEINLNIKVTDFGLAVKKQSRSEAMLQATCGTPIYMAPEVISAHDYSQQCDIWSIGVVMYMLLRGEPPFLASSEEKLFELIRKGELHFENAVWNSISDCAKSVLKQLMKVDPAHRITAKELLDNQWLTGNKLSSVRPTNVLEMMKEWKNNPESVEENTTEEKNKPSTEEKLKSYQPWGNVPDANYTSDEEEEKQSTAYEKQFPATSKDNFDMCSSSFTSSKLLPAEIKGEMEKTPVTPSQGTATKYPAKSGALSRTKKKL
Starred values were filed as active, the others as inactive; nt = no result given.

entry	Molecule	Kir21 block	STK33 inh
1	O=c1[nH][nH]c(=O)c2cc(N3CCCC3)ccc12	-0.32	-2.4
2	Cn1nc(C(=O)Nc2ccccc2N2CCCC2)c2ccccc2c1=O	0.59	0.5
3	CCOC(=O)C(C)Oc1cccc2c(=O)n(CC(=O)N3CCCc4ccccc43)ccc12 (stereo not drawn)	0.1	-0.8
4	COc1ccccc1NC(=S)N1CCN(C(c2ccccc2)c2ccccc2)CC1	0.58	-3.2
5	COc1ccc(CN2CCNC(=O)C2CC(=O)N(C)CCCN2CCOCC2)cc1C (stereo not drawn)	0.67	-3.9
6	Cc1ccc(-n2ncc3c(NCc4cccnc4)ncnc32)c(C)c1	-0.81	1.3
7	Cc1cc2oc(C(=O)Nc3nonc3C)c(C)c2cc1C	1.2	0.4
8	Fc1ccccc1N=C1Nc2cccc3cccc1c23	-1.1	-1.1
9	CSc1ccc(/C=C2\C(=N)N3N=C(CC(=O)N4CCCCC4)SC3=NC2=O)cc1	0.71	-0.9
10	Cc1[nH]n(-c2ccccc2)c(=O)c1N=Nc1cccc(C(=O)O)c1	0.17	-0.2
11	Cn1c(SCC(=O)N2CCCCC2)nc2c([nH]c3ccccc32)c1=O	0.97	-1.5
12	CCOC(=O)C1=C(C)Nc2ccccc2N/C1=N\S(=O)(=O)c1cc(C(=O)O)ccc1Cl	nt	0.5
13	O=C(/C=C/c1cccs1)NC(=S)NNC(=O)Cc1cccs1	0.31	-0.8
14	COc1ccc(CN2CCN(Cc3c[nH]c4ccccc34)CC2CCO)c(F)c1 (stereo not drawn)	-2.3	-2.4
15	CCc1ccc(Sc2cc(C(=O)NCCN3CCOCC3)c3ccccc3n2)cc1	0.14	-0.5
16	O=C(CN1C(=O)NC2(CCCc3ccccc32)C1=O)NCc1ccc(Cl)cc1Cl (stereo not drawn)	2	-0.8
17	CNc1nc(Oc2ccc(=O)n(C)n2)nc(N2CCOCC2)n1	-0.53	-2.5
18	CCn1c(=Nc2ccc(N3CCOCC3)cc2)ccc2ccccc21	-1.1	0.2
19	COc1ccccc1N(C)S(=O)(=O)c1ccc(C(=O)OCC(=O)Nc2ccccc2F)cc1	0.23	-2.0
20	O=C(NNC(=S)Nc1ccc(Br)cc1)c1ccccc1Br	0.73	-1.0
21	N#CCNC(=O)c1nn2c(C(F)(F)F)cc(-c3ccccc3)nc2c1Br	-1.1	-0.2
22	O=C(NCc1ccc(F)cc1)c1noc2c1CCCC2	2.9	1.3
23	O=C(NC(Nc1nc2ccccc2s1)(C(F)(F)F)C(F)(F)F)c1ccccc1	-0.13	-2.4
24	CCOC(=O)c1c(C)[nH]c(C2=NNC(=NC(C)COC)SC2)c1C (stereo not drawn)	1.5	0.9
25	COC(=O)c1sc2ncccc2c1OCc1ccc(Cl)cc1	0.85	0.1
26	O=C(NC1CC1)C1CCN(C2CCN(C(=O)CSc3ccccc3)CC2)CC1	0.04	-1.5
27	Cc1ccc(C)c(-n2c(CNC(=O)c3ccco3)nnc2SCC(=O)Nc2nccs2)c1	nt	-2.0
28	Cc1cc(CNC(=O)Cn2cc([N+](=O)[O-])cn2)c2ccccc2n1	-0.79	0.1
29	COc1ccc(-n2c(CCc3ccccc3)nnc2SCC(=O)c2ccccc2)cc1	0	-0.2
30	Cc1nc2ccccc2c(=O)n1CCCO	-0.32	-1.2
31	Clc1cccc(NCc2ccccc2)n1	-2.3	-2.1
32	O=C(CSc1nnc(Cc2ccccc2)o1)NCc1ccco1	0.42	-0.7
33	CC1CC(C)CN(C(=O)CN2C(=O)NC(c3ccccc3)(c3ccccc3)C2=O)C1 (stereo not drawn)	nt	-0.8
34	CCOC(=O)c1cccc(NS(=O)(=O)c2ccc(NC(C)=O)cc2)c1	0.66	0.2
35	C=C1CSc2nc(=O)c3c4c(sc3n21)CCC4	0.55	-1.0
36	COc1ccccc1CNC(=O)c1ccc(NS(C)(=O)=O)cc1	-0.64	-0.1
37	NC(N)=NC(N)=Nc1cccc(Cl)c1	-0.5	-1.6
38	COc1ccccc1-c1cc(N)n[nH]1	1.7	-3.4
39	Cc1cccc(NS(=O)(=O)c2cc(C(=O)N3CCN(C)CC3)ccc2C)c1	-1.2	-1.0
40	COc1ccc(C(=O)[C@H]2[C@H]3C(=O)N(c4ccccc4)C(=O)[C@H]3C3C=CC=NN32)cc1 (stereo partly drawn)	2.1	-0.5
41	CCc1cc(C(=O)NNC(=S)Nc2cccc(C)c2)cs1	-0.63	-1.5
42	O=CN(Cc1ccco1)C1(C(=O)NC2CCCCC2)CCCCC1	-0.49	0.1
43	CSCCC(NC(=O)c1ccccc1)C(=O)N/N=C(\C)Cc1ccccc1 (stereo not drawn)	1.4	-2.5
44	CCCn1c(C)cc(C(=O)CSc2nc3nc(C)cc(C)n3n2)c1C	0.56	-0.6
45	COc1ccccc1Nc1nc(-c2sc(NC(=O)c3ccc([N+](=O)[O-])cc3)nc2C)cs1	1.1	1.0
46	CCN1CCN(CCCCOc2ccccc2F)CC1	0.02	0.0
47	CCn1cnc2c1c(=O)n(CC(=O)OC)c(=O)n2Cc1ccccc1	-2.2	-0.5
48	CC(CN(C)Cc1ccccc1)OC(=O)c1cccs1 (stereo not drawn)	-1.5	0.5
49	CC(C)Cn1c(N)c(S(=O)(=O)c2cccs2)c2nc3ccccc3nc21	0.67	nt
50	CC1(C(=O)Nc2cccc(S(=O)(=O)N3CCOCC3)c2)Cc2ccccc2C(=O)O1 (stereo not drawn)	-2.3	-0.3

The closing 2 compounds of the part above come first, to join the parts:
entry	Molecule	Kir21 block	STK33 inh
49	CC(C)Cn1c(N)c(S(=O)(=O)c2cccs2)c2nc3ccccc3nc21	0.67	nt
50	CC1(C(=O)Nc2cccc(S(=O)(=O)N3CCOCC3)c2)Cc2ccccc2C(=O)O1 (stereo not drawn)	-2.3	-0.3
51	CCCC(=O)c1c(C)c2ccccc2n1C	1.4	-1.9
52	COc1ccc([N+](=O)[O-])cc1N(CC1CO1)S(=O)(=O)c1ccc(C)cc1 (stereo not drawn)	0.6	-0.4
53	NC(=NCCc1c[nH]c2ccccc12)NS(=O)(=O)c1ccc2ccccc2c1	-0.65	-1.0
54	Cc1cccc(N2CCN(CC(=O)NCc3ccccc3)CC2)c1C	2.5	-0.8
55	CCCOc1ccc(C2c3c(oc4cc(C)c(C)cc4c3=O)C(=O)N2CCCN2CCOCC2)cc1 (stereo not drawn)	0.6	-1.4
56	CC(C)Oc1cc(NC(=O)CSCC(=O)Nc2cccc(C(F)(F)F)c2)c(Cl)cc1Cl	-1.2	-2.0
57	S=C(c1ccc(Cl)cc1)N1CCN(Cc2ccccc2)CC1	1	-0.9
58	COc1ccccc1C(=O)NCCC(=O)N1CCN(C(C)=O)CC1	-0.45	-1.8
59	Cc1ccc(OCCNC(=O)c2ccc(COc3ccccc3)o2)cc1	-0.48	-0.2
60	Cc1ccc(S(=O)(=O)N2CCOCC2)cc1NC(=O)Cn1cc(C(F)(F)F)cc(Cl)c1=O	0.07	-0.5
61	COc1ccc(C(C(=O)NC2CCCC2)N(C(=O)c2ccoc2C)c2ccccc2)cc1 (stereo not drawn)	-0.88	-0.6
62	Cc1cc(C)n(CCC(=O)N/N=C/c2ccc(O)cc2)n1	-1.6	0.6
63	CCN1CCN(Cc2oc(CO)cc(=O)c2O)CC1	0.86	-1.4
64	CCC(Cc1ccccc1)NC(=O)CCNS(=O)(=O)c1cc(Br)cnc1N (stereo not drawn)	0.03	1.1
65	CC(C)CN(C(=O)CSc1ncnc2ccccc12)C1CCS(=O)(=O)C1 (stereo not drawn)	nt	0.6
66	CN(C(=O)c1cccs1)c1ccc(OCC(=O)N2CCC(C(N)=O)CC2)cc1	-1.1	-3.0
67	CCOC(=O)C1CCN(S(=O)(=O)c2cc(C(=O)N3CCCCC3)ccc2OC)CC1	-2	-0.2
68	CC(=O)N1CCN(Cc2ccc(Br)s2)CC1	0.1	-1.4
69	CC(Oc1ccccc1)C(=O)N1CCC2(CC1)Oc1ccc(F)cc1C(=O)C21CC(c2cccnc2)=NO1 (stereo not drawn)	1.7	-0.1
70	COC(=O)[C@H](CC(C)C)NC(=O)Cn1cnc2c(SC)nc(N)nc21	nt	-1.7
71	C=CCn1c(SCc2cc(=O)n3ccsc3n2)nc2sc(C)c(C)c2c1=O	0.8	0.0
72	CC(C)(C)c1ccc(NC(=O)Nc2ccc(F)cc2)cc1	-0.01	-2.6
73	Cc1ccccc1OCc1nnc(SC(C)C(=O)O)n1Cc1ccccc1 (stereo not drawn)	-0.25	10
74	O=C(Nc1ccc(C(=O)O)cc1)/C(=C\c1ccccc1)NC(=O)c1ccc(Br)cc1	-0.85	-1.8
75	CN1CCN(C(c2ccc(F)cc2)c2nnnn2Cc2cccs2)CC1 (stereo not drawn)	0.72	1.7
76	Cc1c(C(=O)OCC(=O)N2CCCC2=O)oc2ccccc12	-0.06	-1.3
77	Cc1cc(C)cc(OCc2nnc(SCC(=O)c3ccc(Br)cc3)o2)c1	2.5	-2.7
78	COc1cccc(C(=O)COc2ccc(NC(=O)c3cccs3)cc2)c1	-0.94	0.3
79	Cn1c(=O)c2c(nc3n2CC(CO)O3)n(C)c1=O (stereo not drawn)	0.08	-1.0
80	CSc1nnc2ccc(-c3ccccn3)nn12	1.1	-0.8

The closing 2 records of the part before open the next one.
entry	Molecule	Kir21 block	STK33 inh
79	Cn1c(=O)c2c(nc3n2CC(CO)O3)n(C)c1=O (stereo not drawn)	0.08	-1.0
80	CSc1nnc2ccc(-c3ccccn3)nn12	1.1	-0.8
81	COc1ccc(N2C(=O)C3C4C=CC(C4)C3C2=O)c([N+](=O)[O-])c1 (stereo not drawn)	-0.86	-1.7
82	Cc1cc(C2CC(=O)Nc3ccccc3S2)c(C)s1 (stereo not drawn)	-0.25	-0.5
83	Cc1ccc(SCCc2cc[n+](CC(=O)c3ccccc3)cc2)cc1	0.03	-1.0
84	O=C(CNC(=O)c1ccco1)NC1CCCCCC1	-0.1	nt
85	CC(Oc1ccc(Cl)cc1)C(=O)N1CCN(C(=O)c2ccco2)CC1 (stereo not drawn)	nt	-1.4
86	C[C@H](CO)N1C[C@H](C)[C@@H](CN(C)C(=O)Nc2ccc3c(c2)OCO3)Oc2ccc(NC(=O)Cc3ccccc3)cc2C1=O	nt	-0.9
87	COc1cc2c(cc1OC)CN(C(=O)CN1CCN(S(=O)(=O)c3ccc(C)c(C)c3)CC1)CC2	1.3	-2.0
88	N#Cc1c(N2CCCC2)nc(N)c2c(N)nc(N3CCCC3)cc12	-0.17	5.2
89	CCOC(=O)C1=C(C)NC(C)=C(C(=O)OCC)C1c1sccc1C	0.94	-1.3
90	S=C(Nc1ccc(Oc2ccc(NC(=S)NC3CCCCC3)cc2)cc1)NC1CCCCC1	-0.9	-1.3
91	CC1Cc2ccccc2N1CC(=O)Nc1ccc2c(c1)OC(F)(F)O2 (stereo not drawn)	-0.33	-1.0
92	O=C(c1ccco1)N1CCN(C(=O)c2cc(-c3ccccn3)nc3ccccc23)CC1	1.1	-1.9
93	CC(Sc1nc(N)cc(=O)[nH]1)C(=O)Nc1sc2c(c1C#N)CCCC2 (stereo not drawn)	-0.27	-1.1
94	Cc1c(-c2nc(N)nc(Nc3ccc(F)cc3)n2)oc2ccccc12	-0.4	-0.3
95	Cc1cc(NC(=O)c2ccccc2C)n(-c2cccc(F)c2)n1	-0.47	-2.1
96	O=[N+]([O-])c1ccccc1S(=O)(=O)c1ccccc1	-0.03	0.1
97	COc1ccc(S(=O)(=O)N2CCOCC2)cc1NC(=O)CN(C)CC(=O)Nc1cccc(F)c1	nt	0.6
98	COc1cccc(CC(=O)N2CCC(n3nccc3NC(=O)C3CC3)CC2)c1	-0.98	-1.0
99	CC(=O)Nc1ccc(NC(=O)c2ccc(CN3CCc4ccccc4C3)cc2)cc1	1.1	-1.0
100	CC(=O)N(C(C)=O)N1C(=O)c2cccc3c(N4CCOCC4)ccc(c23)C1=O	-3.1	0.8

Rewritten with two lines to a compound: entries from further up.
Results follow in this order: Kir21 block	STK33 inh
93) CC(Sc1nc(N)cc(=O)[nH]1)C(=O)Nc1sc2c(c1C#N)CCCC2 (stereo not drawn)
    -0.27	-1.1
94) Cc1c(-c2nc(N)nc(Nc3ccc(F)cc3)n2)oc2ccccc12
    -0.4	-0.3
95) Cc1cc(NC(=O)c2ccccc2C)n(-c2cccc(F)c2)n1
    -0.47	-2.1
96) O=[N+]([O-])c1ccccc1S(=O)(=O)c1ccccc1
    -0.03	0.1

Carrying on.
entry	Molecule	Kir21 block	STK33 inh
101	Cc1cccc(OCC2CCCN(Cc3nc(C4CC4)no3)C2)c1 (stereo not drawn)	-0.83	-1.0
102	Cn1c(SCC(=O)NCc2ccc3c(c2)OCO3)nc2c(c1=O)SCC2	-0.35	-0.9
103	Cc1cnn(-c2cc(N/N=C/c3cccc(F)c3)ncn2)c1	0.37	-2.7
104	Cc1cc(=O)oc2cc(NC(=O)CCOc3ccccc3)ccc12	0.06	-0.4
105	Nc1nc(Cl)cc(N2CCC(c3cc(-c4ccc(Cl)cc4)n[nH]3)CC2)n1	1.3	-34
106	CC1CCCCN1CCNC(=O)c1ccc2c(c1)N(Cc1ccccc1F)C(=O)c1ccccc1S2=O (stereo not drawn)	-2.7	-1.0
107	CCCNC(=O)C(=O)NCc1ccccn1	0.01	1.6
108	Cc1ccc(NC(=S)N2CCSC2c2cccs2)cc1 (stereo not drawn)	-1.3	0.0
109	O=C(CSc1nnc(NC(=O)C2CCCCC2)s1)NCc1ccco1	-2	0.4
110	CCc1c(C)c2ccc(OCC(=O)NCC3CCC(C(=O)O)CC3)cc2oc1=O (stereo not drawn)	0.35	-0.6
111	COc1cc(Cl)c(C)cc1NC(=O)CNC(C)c1ccccc1OC (stereo not drawn)	-4.2*	-0.5
112	COc1ccc2c(c1)c(C(=O)N/N=C/c1cccs1)c(C)n2C	1.5	-0.5
113	Cc1cc2oc(=O)cc(CSc3nc(N)cc(N)n3)c2cc1C	0.06	-1.2

Compound activity from PubChem BioAssay.
